KCNH2 WT inh: qHTS for Inhibitors of KCHN2 3.1: Wildtype qHTS. U2OS, BacMam KCNH2, thallium flux FluxOr; stronger effect = lower value. Voltage-gated inwardly rectifying potassium channel KCNH2 (Homo sapiens), Q12809. 0.37% of 340,000 active. activity change, % at 1.84 µM;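 active means maximum activity change below -70%; inconclusive means maximum activity change between -70% and -50%; inactive means maximum activity change above -50%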; further: on the % scale 0 is the no-effect control and ±100 the full control effect
Target sequence (Q12809 whole entry, looked up): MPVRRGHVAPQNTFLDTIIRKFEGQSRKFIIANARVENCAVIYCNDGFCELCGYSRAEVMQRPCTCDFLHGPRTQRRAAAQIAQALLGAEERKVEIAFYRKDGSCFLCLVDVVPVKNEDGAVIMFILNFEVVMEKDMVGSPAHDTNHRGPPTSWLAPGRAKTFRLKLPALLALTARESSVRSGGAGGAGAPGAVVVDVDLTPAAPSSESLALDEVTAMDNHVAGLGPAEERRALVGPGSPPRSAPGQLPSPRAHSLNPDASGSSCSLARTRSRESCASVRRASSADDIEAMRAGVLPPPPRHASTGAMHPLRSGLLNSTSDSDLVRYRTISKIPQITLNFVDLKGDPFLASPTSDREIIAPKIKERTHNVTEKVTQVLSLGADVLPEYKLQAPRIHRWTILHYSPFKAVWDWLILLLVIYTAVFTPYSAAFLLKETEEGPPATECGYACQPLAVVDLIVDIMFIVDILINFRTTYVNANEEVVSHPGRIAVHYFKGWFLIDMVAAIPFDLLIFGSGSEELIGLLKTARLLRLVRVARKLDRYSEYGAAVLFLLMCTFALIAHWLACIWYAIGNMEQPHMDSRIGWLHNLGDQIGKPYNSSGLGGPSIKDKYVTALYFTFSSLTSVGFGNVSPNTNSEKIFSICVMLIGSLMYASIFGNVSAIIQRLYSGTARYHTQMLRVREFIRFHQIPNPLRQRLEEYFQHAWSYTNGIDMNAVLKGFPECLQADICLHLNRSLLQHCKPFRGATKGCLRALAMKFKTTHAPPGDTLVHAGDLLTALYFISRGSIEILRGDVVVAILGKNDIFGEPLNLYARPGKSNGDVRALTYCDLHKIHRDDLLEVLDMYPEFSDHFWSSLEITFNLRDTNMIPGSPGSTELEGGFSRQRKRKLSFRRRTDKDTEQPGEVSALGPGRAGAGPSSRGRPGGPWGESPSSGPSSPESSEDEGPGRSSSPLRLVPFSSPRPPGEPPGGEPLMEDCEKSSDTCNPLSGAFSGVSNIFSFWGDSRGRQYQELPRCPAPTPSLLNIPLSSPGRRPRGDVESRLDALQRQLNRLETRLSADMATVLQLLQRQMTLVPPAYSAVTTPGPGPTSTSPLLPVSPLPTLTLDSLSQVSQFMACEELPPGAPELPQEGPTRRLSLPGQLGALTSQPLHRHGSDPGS
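U2OS cells were transduced with wild-type KCNH2 virus (2.03 x 10^8 / mL) for 4 h at room temperature, then cultured overnight at 37 C. Thallium flux was read with FluxOr dye. Rate constants were normalized to DMSO controls.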
Coupling enz: qHTS Assay for Inhibitors of Fructose-1,6-bisphosphate Aldolase from Giardia Lamblia: Coupling assay counterscreen; AID 2472, 2010; activity change, negative = inhibition, % at 58.2 µM, hits read low; coupling enzyme system counterscreen, AmpLite Red fluorescence; 0.67% of 290,000 active; in the data active means activity change below about -30%; further: on the % scale 0 is the no-effect control and ±100 the full control effect
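Activity here indicates interference with the coupling reaction, not aldolase inhibition. Compounds at 57.5 uM final met coupling enzymes for 10 min at RT; substrate and AmpLite Red detection followed, with a 525/598 nm fluorescence read after 20 min.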
S-ASM inh: Inhibitors of Secretory Acid Sphingomyelinase (S-ASM): qHTS. Potency, µM (top dose mostly 57.5 µM), inactives show at the highest dose activity change, negative = inhibition, hits mostly inhibitors. placental ASM, HMU-PC fluorogenic substrate, 60 min. AID 504937, 2011. 0.006% of 340,000 active; further: potency means the concentration at half of the fitted maximal effect
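Human placenta-derived ASM preincubated with compound 10 min at room temperature, then reacted with 9 uM (final) fluorogenic HMU-PC substrate for 60 min at 37 C. Stop solution raises pH to 10; fluorescence read at Ex 386/Em 447 nm.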
MLL CXXC-DNA inh: qHTS Fluorescence Polarization Assay for Inhibitors of MLL CXXC domain - DNA interaction; Histone-lysine N-methyltransferase 2A (Homo sapiens), Q03164; MLL-CXXC / FITC-HOXA9 DNA fluorescence polarization; Potency, µM (highest dose often 115 µM), inactives show at the top dose activity change, negative = inhibition, usual class: inhibitors; 0.037% of 290,000 active; AID 2662, 2010; active means well fitted inhibition curve with a large enough effect in the polarisation, with a control signal flat, not every such curve was filed as active; inconclusive means small, poorly fitted or top-dose-only effect, or effect the other way, or a change in a side signal; inactive means no such curve, though single readings can be large or run the other way; the % refers to the polarisation; further: potency means the concentration at half of the fitted maximal effect
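Fluorescence polarization: 7 uM MLL-CXXC (stock) preincubated 5 min with compounds, then 50 nM fluorescein-HOX-A9 DNA (stock) added; 30 min ambient. Buffer 50 mM Tris-HCl pH 7.5, 50 mM NaCl, 1 mM DTT, 0.05% BSA.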
TRPV1 agonist: HTS Assay for Compounds that Act as Agonists of the Vanilloid Receptor 1. Transient receptor potential cation channel subfamily V member 1 (Homo sapiens), Q8NER1. TRPV1-expressing cells, Fluo-8 calcium influx, agonist mode. activation, % at 8.33 µM. 0.19% of 320,000 active. AID 540275, 2011; in the data active means activation above about 80%; inconclusive means between about 30% and that limit; further: 0% is about no effect
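TRPV1-expressing cells were cultured overnight at 35.5C and loaded with Fluo-8 calcium dye for 40 to 90 min at room temperature. After a 10 s baseline, compound was added and calcium influx was read kinetically for 3 min (ex 480/em 520 nm).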
AT treatment: qHTS Assay for Identifying a Potential Treatment of Ataxia-Telangiectasia | 0.19% of 320,000 active | […] A-T fibroblasts, KAP-1 phosphorylation AlphaLISA; neocarzinostatin DNA damage 30 min before lysis | Potency, µM (titrated, usually from 57.5 µM), without a hit: at the highest dose activation, actives largely listed as activators; further: potency means the concentration at half of the fitted maximal effect; % of control where 0% means no effect; nearly all actives have a fitted effect of over 45% in size
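hTERT-immortalized A-T patient fibroblasts ([…]), 500 cells/well in OPTI-MEM, 1% FBS, got compounds for 60 min, then NCS for 30 min at 37C. Lysates were then assayed for phospho-KAP-1 by AlphaLISA (anti-pKAP1 donor, anti-KAP1 acceptor beads), 6 hr at 25C.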
MBNL1 CUG block: qHTS Assay for Inhibitors of MBNL1-poly(CUG) RNA binding; Muscleblind-like protein 1 (Homo sapiens), Q9NR56; TR-FRET MBNL1-His/biotin-(CUG)12 binding, 665/545 ratio; 0.036% of 280,000 active; AID 2675, 2010; Potency, µM (doses to about 57.5 µM), for the others: at the highest dose activity change, negative = inhibition, usual class: inhibitors; active means well fitted inhibition curve with a large enough effect in the signal ratio, with a control signal flat, not every such curve was filed as active; inconclusive means small, poorly fitted or top-dose-only effect, or effect the other way, or a change in a side signal; inactive means no such curve, though single readings can be large or run the other way; the % refers to the signal ratio; further: potency means the concentration at half of the fitted maximal effect; on the % scale 0 is the no-effect control and ±100 the full control effect
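Compounds (final 92 nM to 58 uM) are added to His-tagged MBNL1 and biotin-(CUG)12, then terbium anti-His antibody and streptavidin-XL665 (5 nM final). After 60 min at room temperature, the 665/545 nm ratio is read.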
KCNH2 3.1 block: qHTS for Inhibitors of KCHN2 3.1: Mutant qHTS; U2OS KCNH2 3.1, thallium flux FluxOr; stronger effect = lower value; AID 720553, 2013; activity change, % (tested at about 1.8 µM); 0.95% of 340,000 active;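 active means maximum activity change below -70%; inconclusive means maximum activity change from -70% to -50%; inactive means maximum activity change above -50%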;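 further: thallium influx rate constant from kinetic fluorescence after stimulation buffer; on the % scale 0 is the no-effect control and ±100 the full control effect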
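Normalized rate constant (relative to positive and negative DMSO controls) derived from a 2 min kinetic fluorescence read after stimulation; U2OS cells expressing the 3.1 isoform via virus at 1.77 x 10^8 /mL.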
GALK inh: qHTS Assay for Inhibitors of Human Galactokinase (GALK). Purified GALK, Kinase-Glo residual ATP luminescence. Potency, µM (doses to about 57.5 µM), inactives show top-dose activity change, negative = inhibition, actives largely listed as inhibitors. 0.007% of 270,000 active. AID 1868, 2009; further: potency means the concentration at half of the fitted maximal effect; on the % scale 0 is the no-effect control and ±100 the full control effect
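Human GALK (5 nM) with 35 uM ATP and 100 uM galactose in 20 mM HEPES pH 8.0, 5 mM MgCl2, 60 mM NaCl, 1 mM DTT, 0.01% BSA. After 1 h at room temperature, leftover ATP was read by Kinase-Glo Plus luminescence.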
a7 integrin act: qHTS for Activators of Integrin-Mediated Alleviation for Muscular Dystrophy; 0.064% of 350,000 active; alpha7betagal myoblasts, beta-gal FDG fluorescence, 48 h; AID 624291, 2012; Potency, µM (series often up to 38.3 µM), without a hit: at the highest dose activation, hits mostly activators;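 further: potency means the concentration at half of the fitted maximal effect; 100% = response of the positive control SU9516; nearly all actives have a fitted effect of over 60% in size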
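Alpha7betagal+/- myoblasts (passage 13) were plated 16-24 hr, then exposed to compounds (1:260 dilution of DMSO stock) for 48 hours at 37C. After MPER lysis, β-galactosidase reporter activity was read as FDG fluorescence (ex 480/em 540) after 30 minutes.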
Starred values were filed as active, the others as inactive; ? = inconclusive; . = not tested or not shown; & = joins results of further samples; [ ] = dose if it differs, or a comment. Unless noted, the call rests on the fitted dose curve; in most records, active means well fitted curve in the direction sought with a large enough effect; inconclusive means small, poorly fitted or top-dose-only effect, or another doubt; inactive means no such curve, though single readings can be large; an effect the other way counts as inactive or inconclusive.

SMILES	KCNH2 WT inh	Coupling enz	S-ASM inh	MLL CXXC-DNA inh	TRPV1 agonist	AT treatment	MBNL1 CUG block	KCNH2 3.1 block	GALK inh	a7 integrin act
Cc1ccccc1C(=O)OCC(=O)Nc1cccc(S(=O)(=O)NC2=NCCC2)c1	3	.	-2%	.	.	-15%	.	7	.	-12%
CCc1nnc(NC(=O)CSc2nnc3c4ccccc4n(C)c3n2)s1	4	1	-4%	-7%	-2	-10%	1%	-6	3%	?
Cc1ccc(-n2ncc3c(=O)n(-c4ccc(C)c(C)c4)c(-c4ccco4)nc32)cc1	5	0	-2%	11%	1	3%	11%	1	1%	-31%
COC(CNC(=O)c1ccc2c(c1)ncn2-c1cccc(F)c1)OC	5	1	1%	-1%	8	-4%	3%	.	-2%	-5%
O=C(Nc1nc2ccccc2[nH]1)c1ccccc1[N+](=O)[O-]	-3	-1	-3%	4%	7	-3%	14%	-10	0%	-11%
CCOC(=O)C1=C(C)N=C2SC(C)C(=O)N2C1c1cccc(F)c1 (stereo not given)	1	-1	-4%	3%	-5	.	4%	-3	5%	23%
N#C/C(=C\c1ccc(O)c(Br)c1)C(=O)NCc1ccccc1	-11	26	1%	?	-2	-1%	8%	-4	1%	5%
O=C1CN(C(=O)CSc2nncs2)c2ccccc2N1	4	0	0%	7%	1	-14%	-4%	0	10%	-23%
CCOc1ccc(NS(=O)(=O)c2ccc(C(=O)NCCN3CCOCC3)cc2)cc1	-1	.	0%	.	-1	5%	.	-9	.	9%
C=CCN(C1CCCCC1)S(=O)(=O)c1ccc2c(c1)oc(=O)n2C	1	0	0%	1%	.	5%	-6%	-5	1%	-10%
O=C(NCC(=O)N1CCN(S(=O)(=O)c2cccs2)CC1)c1ccc(Cl)cc1	5	1	-1%	0%	-3	-3%	1%	5	0%	-17%
CSc1nsc(SC)c1NC(=O)Nc1ccccn1	-6	.	0%	1%	0	4%	-4%	8	-2%	-6%[7.66 µM]
COc1ccc(-n2c(=O)c3ccccc3c3ccccc3c2=O)c(OC)c1	-6	-1	1%	9%	21	0%	-13%	-6	0%	-15%
COc1ccc(Br)c2oc(SC)cc(=O)c12	-3	3&3	-2%	0%	-3	.	7%	-13	.	20%
C/C(=N\NC(=O)c1nc2ccccn2c1C)c1ccco1	-12	3	-1%	11%	-2	1%	17%	15	7%	-21%
CC(=O)NC(=C(Cl)Cl)S(=O)(=O)c1ccccc1	-2	0	6%	-3%	3	-1%	-2%	0	-2%	-10%
CCC(=O)N1c2ccccc2[C@@H](N(C(C)=O)c2ccccc2)C[C@H]1C	3	2	6%	1%	0	1%	0%	1	0%	39%
C/C(=N\Nc1ccc(S(N)(=O)=O)cc1[N+](=O)[O-])c1ccc2c(c1)OCO2	-3	2	-11%	7%	10	-5%	?	10	8%	-19%
COc1c(C)cc(Br)cc1C(=O)NC(=S)NCc1ccco1	-9	.	-3%	-12%	1	20%	-6%	0	-4%	24%
O=C(NC1CCCC1)C(c1ccccc1F)N(C(=O)Cc1cccs1)c1ccc2c(c1)OCCO2 (stereo not given)	0	-3	0%	4%	?	.	.	-20	1%	3%

Copied from the list.
Under MLL CXXC-DNA inh, COC(CNC(=O)c1ccc2c(c1)ncn2-c1cccc(F)c1)OC shows -1%
Under KCNH2 3.1 block, CSc1nsc(SC)c1NC(=O)Nc1ccccn1 shows 8
Under Coupling enz, CCc1nnc(NC(=O)CSc2nnc3c4ccccc4n(C)c3n2)s1 shows 1
Under KCNH2 3.1 block, O=C1CN(C(=O)CSc2nncs2)c2ccccc2N1 shows 0

An excerpt from above in order of the GALK inh value, low to high:
SMILES | S-ASM inh | MLL CXXC-DNA inh | TRPV1 agonist | MBNL1 CUG block | GALK inh | a7 integrin act
CC(=O)NC(=C(Cl)Cl)S(=O)(=O)c1ccccc1 | 6% | -3% | 3 | -2% | -2% | -10%
CCC(=O)N1c2ccccc2[C@@H](N(C(C)=O)c2ccccc2)C[C@H]1C | 6% | 1% | 0 | 0% | 0% | 39%
N#C/C(=C\c1ccc(O)c(Br)c1)C(=O)NCc1ccccc1 | 1% | ? | -2 | 8% | 1% | 5%

Going on with the list.
SMILES	KCNH2 WT inh	Coupling enz	S-ASM inh	MLL CXXC-DNA inh	TRPV1 agonist	AT treatment	MBNL1 CUG block	KCNH2 3.1 block	GALK inh	a7 integrin act
Cc1cc(NC(=O)CCC(=O)N(Cc2ccco2)C2(C(=O)NC3CCCCC3)CCN(C)CC2)no1	-8	1	0%	1%	3	-5%	-9%	-2	2%	-4%
CN(C)S(=O)(=O)c1ccc(C(=O)NCc2nnc(SCC(=O)N3CCCCCC3)o2)cc1	-4	.	-2%	9%	2	9%	-11%	1	6%	-20%
O=C(CCCC(=O)Nc1cccc(Br)c1)N/N=C/c1cc([N+](=O)[O-])ccc1O	-9	2	-8%	8%	14	2%	?	0	4%	-18%
CC(C)C(c1nnnn1C1CCCCC1)N1CCN(c2ncccn2)CC1 (stereo not given)	-7	0	-1%	-8%	13	0%	4%	0	-2%	17%
O=C(c1ccc2nccnc2c1)N1CCN(c2cccc(C(F)(F)F)c2)CC1	-1	.	4%	.	10	-6%	.	-5	.	-4%
Cc1ccc(OC(=O)c2ccc(N3CCOCC3)c([N+](=O)[O-])c2)cc1	4	0	-27%	12%	-1	-2%	?	-19	0%	15%
COc1ccccc1Oc1c(C)oc2c(CN3CCN(CCO)CC3)c(O)ccc2c1=O	11	0	77%[activator]	5%	-2	4%	6%	7	-2%	-4%
CCCCn1c(SCC(=O)Nc2nnc(C)s2)nc2c1c(=O)n(C)c(=O)n2C	-9	1	-1%	0%	1	.	-1%	15	1%	-2%
COc1cccc(/C=N/Nc2ccc(S(=O)(=O)O)cc2)c1O	4	0	3%	-6%	0	6%	7%	-19	1%	0%
CC(C(=O)N1CCOCC1)N1C(=O)c2cccc3cccc(c23)C1=O (stereo not given)	.	-2	-3%	-11%	0	0%	?	-21	-1%	0%
O=C(O)c1ccc(Cn2cnc3cccnc32)cc1	4	-3	7%	?	-1	13%	5%	-2	9%	27%
O=C(Cc1ccc(NC(=O)C2CCN(C(=O)C3CCCC3)CC2)cc1)Nc1ccc(C(=O)N2CCOCC2)cc1	-16	.	0%	.	.	.	.	-5	.	0%
CCOC(=O)CC(=O)N/N=C/c1c(N)n(C)c(=O)n(C)c1=O	-4	-1	4%	8%	-7	6%	-5%	0	0%	-30%
CC(C)C(=O)NS(=O)(=O)c1ccc(N)cc1	-10	3	2%	-9%	2	5%	1%	-7	1%	-1%
CCC12CSc3nc(Cl)ccc3N1C(=O)C(=O)N2C (stereo not given)	5	0	2%	-8%	-1	9%	.	12	-2%	?
Cc1ccc(CNC(=O)[C@H](C)NC(=O)C2CCN(C(=O)[C@@H]3CCCN3C(=O)OC(C)(C)C)CC2)cc1	-5	-1	2%	3%	4	-5%	7%	-6	.	-7%
O=C(CN1CCOCC1)Nc1ccc(NC(=O)CN2CCOCC2)c(Cl)c1	-6	5	2%	-6%	0	0%	5%	3	8%	9%
CCOc1ccc(C(c2nnnn2Cc2ccccc2)N2CCN(C(=O)c3ccco3)CC2)cc1 (stereo not given)	5	.	-1%	.	.	.	.	-1	.	10%

A draw from above in order of number of heavy atoms, smallest number first.
SMILES	KCNH2 WT inh	Coupling enz	S-ASM inh	MLL CXXC-DNA inh	TRPV1 agonist	AT treatment	MBNL1 CUG block	KCNH2 3.1 block	GALK inh	a7 integrin act
O=C(O)c1ccc(Cn2cnc3cccnc32)cc1	4	-3	7%	?	-1	13%	5%	-2	9%	27%
CCOC(=O)CC(=O)N/N=C/c1c(N)n(C)c(=O)n(C)c1=O	-4	-1	4%	8%	-7	6%	-5%	0	0%	-30%
Cc1ccc(CNC(=O)[C@H](C)NC(=O)C2CCN(C(=O)[C@@H]3CCCN3C(=O)OC(C)(C)C)CC2)cc1	-5	-1	2%	3%	4	-5%	7%	-6	.	-7%
